Assay outcomes as filed in PubChem BioAssay.
T cell HTS: T cell immune modulators affecting CD8 T cell-vesicle binding | 2C CD8+ T cell-vesicle binding, flow cytometry; stronger effect = lower value | calls only at 7 µM | 0.068% of 330,000 active;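 active means response, share of CD8 T cells binding vesicles, and their 90th percentile fluorescence all below set limits, cut at about 80% in these data, passing the limit was not always enough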
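material = purified 2C TCR transgenic mouse naive CD8+ T cells | controls = Unloaded micro-vesicles (low), QL9 vesicles with 0.7% DMSO (high) | detection = cytometric PE anti-B7-1 and Alexa647 anti-CD8 signals after 1% paraformaldehyde fixation | incubation = binding step 1.5 h, 37 °C, antibody labelling 20 min, ice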
Ins promoter up: MIN6 insulin promoter up-regulation | z-score at 5 µM | 0.3% of 190,000 active | MIN6 insulin promoter-GFP reporter, high-content imaging; stronger effect = higher value;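 active means z-score above 3 at 5 µM with at least 500 cells counted in the well; inconclusive means wells under 500 cells, flagged as cytotoxic or low count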
Dynein transport: blocks dynein driven cargo transport along microtubules | 3617.4 mouse cells, GR-EGFP nuclear translocation imaging; test concentration mostly 20 µM; stimulated with dexamethasone, 1 µM; stronger effect = lower value | z-score, hits read low | 0.47% of 220,000 active | AID 1381;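 active means plate z-score of nuclear minus cytoplasmic receptor signal below a set negative limit, without overly bright fluorescence or cell loss, cut at about -3.5 in these data, passing the limit was not always enough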;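 further: z-score of nuclear minus cytoplasmic ring GR-EGFP intensity difference per well; some compounds called inactive have numbers as strong as hits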
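Medium: Induction medium lacking tetracycline, stripped serum | Probe or stimulus: 1.0 µM final dexamethasone stimulus | Schedule: 48 h induction, then 1 h compound, then 30 min agonist, 37 °C | Signal: Automated 10x imaging of fixed Hoechst-stained cells | Evaluation: Per-cell GR-EGFP intensity, nucleus versus surrounding cytoplasmic ring, well-averaged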
CSM14.1 death rescue: protection against thapsigargin-triggered cell killing – 384-well, CSM14.1, ATP luminescence, primary screen (AID 1222) | cellular ATP content (survival), % at 20 µM; hits with a dose series show EC50 in µM | 190,000 tested, under 10 active | CSM14.1 thapsigargin-induced death rescue, ATP luminescence; higher % means a stronger effect;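 active means EC50 below 50 µM in the dose-response confirmation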;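 further: death triggered by thapsigargin at about 15 µM added after 2 h compound pretreatment; cell ATP read after overnight thapsigargin exposure of roughly 18 to 22 hours; normalized against plate controls of thapsigargin alone and 5% DMSO vehicle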
bCat nuc transl: alters nuclear translocation of beta-catenin in HeLa cells; immunofluorescence imaging; nuclear translocation activity, % at 5 µM; 0.3% of 190,000 active; AID 1665;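 active means nuclear translocation activity above 50% at 5 µM, with a well cell count of 50 or more; inconclusive means wells under 50 cells across six images, flagged as toxic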;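 further: per-cell ratio of nuclear to cytoplasmic median beta-catenin stain intensity; plate controls were DMSO negative control for no effect and GSK-3 inhibitor IX positive control for full effect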
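Test system: human HeLa cell line; Doses: 5 µM primary, 0.02–20 µM confirmation; Incubation: 24 h compound exposure, 37°C; Detection: beta-catenin immunofluorescence imaging with DAPI; Read-out: beta-catenin nuclear/cytoplasmic ratio, % activation.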
MT stabilizer: microtubule stabilization, imaging screen; % tubulin-high responders, % at 10 µM; AID 2205; HeLa tubulin immunostaining HCS, 24 h; share of cells brighter than vehicle mean+2SD; 0.83% of 200,000 active;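 active means plate Z-score above 3 for both tubulin-high and condensed-nucleus cell shares, with cell loss under 80%, at 10 µM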;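 further: anti alpha tubulin signal scored within the nucleus-defined area of each cell; some results filed as inactive read as strong as hits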
Hep lipid drop: modulators of hepatic lipid droplet formation | 0.4% of 240,000 active | AML12 mouse hepatocytes, oleate lipid droplets, BODIPY imaging | inhibition, % at 6.5 µM;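 active means lipid droplet intensity inhibited by at least 50%, with more than 500 cells counted; inconclusive means wells with under 300 cells, treated as cytotoxic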
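Technique: fluorescence imaging, 20x objective, two fields per well / Assay system: AML12 hepatocytes (mouse) / Measure: % inhibition of lipid droplet signal / Doses: 6.5 µM single-point dosing / Incubation: overnight exposure / Reagent: 100 µM oleic acid challenge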
Autophagy HCS: alters autophagy in cells | 0.98% of 190,000 active | calls only at 10 µM (by protocol) | AID 463193 | MEF GFP-LC3 puncta imaging; test concentration mostly 10 µM;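 active means percentage of spot-positive cells more than 3 SD above its plate mean, without a fluorescence outlier flag or 80% toxicity; inconclusive means no clear call, values can overlap the other calls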;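 further: spot-positive cell cutoff set from DMSO-treated cells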
Salmonella PhoP GFP: inhibitors of PhoP regulon expression, primary screen, Salmonella Typhimurium, GFP reporter (AID 1863); S. Typhimurium PhoP-regulated promoter GFP reporter, 4 h; higher % means a stronger effect; inhibition, % at 50 µM; hits with a dose series show IC50 in µM; 0.16% of 300,000 active;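 active means inhibition over 29.93%, a cutoff 3 SD above the screen mean, later confirmed by dose response; inconclusive means inhibition over 29.93% but no dose response follow-up; inactive means inhibition at most 29.93% or unconfirmed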;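 further: 0% = low Mg2+ inducing control and 100% = high Mg2+ repressing control; strong numbers were not always called active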
Dynein transport cytoplasmic EGFP: second read-out of Dynein transport, no call of its own (marks repeat the call); z-score; measured here: cytoplasmic GR-EGFP intensity; stronger effect = higher value
Dynein transport nuclear GR-EGFP: second read-out of Dynein transport, no call of its own (marks repeat the call); z-score; measured here: nuclear GR-EGFP intensity;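 lower value marks the stronger effect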
Dynein transport cell count: also measured in Dynein transport; calls as there; z-score; measured here: cell count per field
Ins promoter up cell count: also measured in Ins promoter up; calls as there; cell count; measured here: cytotoxicity, nuclei count;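 total cells summed across four imaged fields per well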
Hep lipid drop cells 6.5 µM: recorded beside Hep lipid drop, whose call it bears; cell count; measured here: cell count, cytotoxicity flag;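 cells counted across two imaged fields per well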
bCat nuc transl cell count 5 µM: also measured in bCat nuc transl; calls as there; cell count; measured here: cell count, cytotoxicity flag
T cell HTS vesicle-bound %: recorded beside T cell HTS, whose call it bears; double positive events, %; measured here: CD8+ vesicle-bound cell fraction;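 binding gate set so that unloaded-vesicle control wells show 10% double positive cells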
MT stabilizer Hoechst-high %: also measured in MT stabilizer; calls as there; % Hoechst-high responders; measured here: nuclear condensation Hoechst responders;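 share of cells brighter than vehicle mean plus two SD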
MT stabilizer cytotoxicity %: second read-out of MT stabilizer, no call of its own (marks repeat the call); toxicity, %; measured here: cytotoxicity by cell density;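 0% = mean cell density of plate MIN control wells and 100% = no cells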
Autophagy HCS cell loss 18 h: recorded beside Autophagy HCS, whose call it bears; toxicity, %; measured here: cell loss, nuclei count;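 cell loss after 18 h compound exposure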
* hit, by the source's call; i = inactive; u = inconclusive; x = not tested or not shown.

SMILES	T cell HTS	T cell HTS vesicle-bound %	Ins promoter up	Ins promoter up cell count	Dynein transport	Dynein transport cytoplasmic EGFP	Dynein transport nuclear GR-EGFP	Dynein transport cell count	CSM14.1 death rescue	bCat nuc transl	bCat nuc transl cell count 5 µM	MT stabilizer	MT stabilizer Hoechst-high %	MT stabilizer cytotoxicity %	Hep lipid drop	Hep lipid drop cells 6.5 µM	Autophagy HCS	Autophagy HCS cell loss 18 h	Salmonella PhoP GFP
Cc1ccc(N2C(=O)C3C4C=CC(CNC(=S)N5CCN(c6cccc(C)c6)C(C)C5)(O4)C3C2=O)cc1 (stereo unspecified)	i	21	0.07	1308	0.35	-0.031	-0.31	0.63	-13%	-1.4	1118	1.4	1.5	1.3	6	692	i	-5	5%
COc1ccc(NS(=O)(=O)c2cc(NC(=O)CNC(=O)c3cccc(OC)c3)ccc2C)cc1	i	54	-0.13	1303	-1	-0.32	-0.95	1	2.0%	4.2	988	2.0	3.5	4.5	-2	602	i	-5	-11%
COc1ccc(-c2ccc(N(C)C)cc2)cc1[C@H]1[C@@H]2C=CCC[C@@]2(C)C(=O)N1Cc1ccccc1	i	39	x	x	-0.65	-0.71	-0.35	0.26	x	-2.0	1172	x	x	x	44	782	x	x	-6%
COC(=O)c1sc(S(=O)(=O)Nc2ccc(C)cc2)c(C(=O)OC)c1C	i	30	0.06	1299	-0.21	-0.26	-0.48	0.62	-1.2%	-4.8	563	1.9	3.2	11	-2	619	i	5	1%
CC1=C(C(=O)Nc2ccc(C)cc2C)C(c2ccc(C)o2)NC(=S)N1 (stereo unspecified)	i	29	0.01	1258	-0.81	-0.32	-0.71	1	-0.2%	-2.0	946	2.8	3.8	9.5	-2	692	i	-6	-12%
CCN1CCN(C(=O)C(=O)c2c(C)[nH]c3ccccc23)CC1	i	28	0	1321	0.07	-0.33	-0.048	-0.54	x	-1.8	1090	3.1	3.0	11	3	697	i	27	1%
CCC(=O)N1CCc2cc(S(=O)(=O)CCC(=O)Nc3ccc(CC)cc3)ccc21	i	28	-0.02	2012	0.76	-0.31	0.34	-0.51	-3.3%	-0.7	996	6.0	3.0	9.9	0	734	i	-7	-1%
Cc1ccc(C(=O)NC(=S)Nn2cnnc2)cc1	i	3	0.37	1475	-0.048	-0.24	-0.15	-0.23	-1.3%	-1.4	1092	3.8	1.8	9.7	-4	677	i	9	23%
Cc1c(O)ccc2c(CN3CCN(C/C=C/c4ccccc4)CC3)cc(=O)oc12	i	45	-0.63	1035	-0.13	-0.2	-0.16	0.18	x	0.9	1265	x	x	x	29	747	x	x	-3%
CCCCNC(=O)c1onc(CSc2ccc(OC)cc2)c1C(=O)O	i	42	0.23	1547	0.37	0.23	0.67	0.28	-1.2%	-0.9	1427	2.5	1.9	3.9	x	x	i	-25	-9%
CCOC(=O)CSc1ccc(S(=O)(=O)N2CCC(C)CC2)cc1[N+](=O)[O-]	i	7	0.3	1334	-0.74	-0.26	0.38	0.3	11%	-1.5	538	2.9	2.5	9.0	14	750	i	-2	-5%
Cc1onc(-c2ccccc2Cl)c1C(=O)N/N=C(\N)COc1ccc(Cl)cc1	i	46	-0.27	1961	-0.32	-0.13	0.032	-0.15	-2.1%	2.6	1073	2.5	1.7	6.4	1	625	i	4	1%
COc1ccccc1OCCn1cc(C(=O)c2ccco2)c2ccccc21	i	16	-0.86	1310	-0.41	-0.19	0.23	-0.46	0.2%	1.0	1256	3.7	2.2	5.4	x	x	i	-12	2%
CCOC(=O)c1cc(-c2ccccc2)sc1NC(=O)C(C)OC(=O)c1ccncc1 (stereo unspecified)	i	46	-0.04	1231	-0.6	-0.29	-0.56	0.28	-0.9%	0.3	540	3.0	2.2	2.5	-2	642	i	1	1%
Cc1occc1-c1nnc(SCCNCCO)o1	i	46	0.16	1108	2.7	0.011	2.4	-2.3	-0.2%	-2.7	1107	2.0	1.6	2.8	2	686	i	0	-1%
O=C(Nc1ccc2ncccc2c1)Nc1ccc2ncccc2c1	i	53	-1.4	925	-0.097	-0.16	0.6	-0.52	x	-1.5	1329	x	x	x	2	774	x	x	9%
CCOc1ccc(C(C)(C)C)cc1S(=O)(=O)N1CCOCC1	i	28	0.26	1245	0.47	-0.26	-0.51	-0.12	-4.0%	-1.0	932	2.1	1.9	9.8	7	375	i	-3	7%
CC(=O)c1ccc(NC(=O)/C(=C\c2cccs2)NC(=O)c2ccco2)cc1	i	50	0.39	1323	2.7	-0.11	1	-2.6	-0.5%	-0.3	1495	3.6	1.6	8.5	4	707	i	-8	6%
CCC(NC(=O)Nc1ccc(O)cc1)(C(F)(F)F)C(F)(F)F	i	54	u	x	0.076	-0.42	-0.018	-0.0023	0.3%	-6.1	827	4.4	2.9	13	x	x	i	5	9%
CCOC(=O)c1cc(C#N)c(Nc2ccccc2OC)nc1C(F)(F)F	i	10	-0.05	1376	0.28	-0.3	-0.18	0.86	x	-3.1	1186	x	x	x	1	731	x	x	4%
CCOC(=O)c1cccc(NC(=S)N2CCN(c3ncc4c(=O)c(C(=O)O)cn(CC)c4n3)CC2)c1	i	28	-0.34	1437	0.59	-0.17	-0.069	0.53	-0.3%	-4.9	1170	4.4	2.0	10	1	729	i	15	-6%
O=C(COC(=O)C1Cc2ccccc2CN1C(=O)c1ccccc1)Nc1ccc(SC(F)F)cc1 (stereo unspecified)	i	33	-0.03	1534	0.58	-0.28	0.18	0.24	-1.3%	-1.6	1144	4.4	2.8	5.7	5	620	i	-1	2%
O=C(Nc1ccccc1Cl)NC1(C(=O)NCCCN2CCOCC2)CCCCC1	i	51	-1.3	1147	1	-0.025	0.81	-0.06	0.0%	-5.0	1008	7.2	2.1	6.5	x	x	i	5	3%
Cc1ccc(-c2nnc(N(C)C(=O)c3cccnc3)s2)cc1	i	25	0.01	1551	1.3	-0.069	0.18	-1.6	-1.1%	0.3	1367	2.8	1.7	6.2	x	x	i	1	7%
CC(C)(C#CCN1CCCC1)OCCC#N	i	16	0.21	1043	1	-0.23	0.67	-0.92	-1.8%	-0.8	1127	3.1	3.0	21	x	x	i	21	-3%
CCCCNC(=O)Nc1ccccc1CC	i	60	0.07	1183	0.027	-0.26	-0.12	0.075	x	1.0	1269	x	x	x	12	840	x	x	-4%
CC(C)CNC(=O)CSc1nnc(CN2CCCCCC2=O)n1-c1ccccn1	i	39	0.4	1241	-0.96	-0.17	-0.31	1.2	-0.1%	-4.1	1036	1.7	1.5	8.0	x	x	i	-1	8%
CCOC(=O)Cc1csc(NC(=O)COc2cc(C)cc(C)c2)n1	i	9	x	x	0.29	-0.21	-0.19	0.62	-1.2%	0.8	938	4.0	3.5	4.3	-2	730	i	9	-2%
COc1ccccc1/C=N/N1C(=O)C(CC(=O)Nc2ccc([N+](=O)[O-])cc2OC)SC1=Nc1cccc(C)c1C (stereo unspecified)	i	13	x	x	-0.9	-0.12	-0.63	0.19	-0.6%	0.0	1504	19*	51*	34*	-6	581	i	5	-2%
O=C(NNc1ccccn1)C(=O)NNS(=O)(=O)c1ccc(F)cc1	i	29	1.2	1247	-0.61	-0.2	-0.27	0.34	-0.6%	-1.7	1099	1.3	1.6	4.6	x	x	i	3	4%
CCOC(=O)COc1cc(-n2c(=S)[nH]c3ccccc3c2=O)c(Cl)cc1Cl	i	53	-1.5	1332	1.2	-0.18	0.59	-0.85	x	0.7	1132	2.7	1.6	0.3	0	704	i	-5	0%
c1ccc(CNc2nc(-c3cccs3)nc3ccccc23)nc1	i	8	0.56	1094	0.26	-0.23	0.055	0.52	3.9%	0.0	1104	3.4	2.1	8.3	-3	660	i	-10	-3%
CCNCC(=O)N1c2ccccc2CCc2ccc(NC(C)=O)cc21	i	65	0.11	1104	1	-0.11	0.5	1	-1.7%	-1.3	1085	3.3	2.6	5.7	-2	723	i	-2	0%
O=C1CCCN1c1cccc(Br)c1	i	19	0.15	1312	-0.01	-0.14	0.34	0.064	-0.6%	-1.2	1198	3.2	1.5	1.8	6	745	i	-7	0%
CC(C)n1c(=S)[nH]c2ccccc2c1=O	i	17	-0.09	1373	0.29	-0.2	1.1	0.18	-2.0%	-2.0	1238	2.9	1.7	8.1	x	x	i	10	1%
